# Bioassay records as filed in PubChem.
# MDM2 E3 inh: MDM2-luciferase reporter signal enhancers, primary screen, MDM2 E3 ligase inhibitor project, cell-based, luminescence, 1536-well. cell-based MDM2 ubiquitination luciferase reporter, 2 h; 0 = plate control, 100 = twice control, blank-subtracted. AID 1230, 2008. E3 ubiquitin-protein ligase Mdm2 (Homo sapiens), Q00987. 210,000 compounds, 0.11% hits. signal enhancement, % at 5 µM;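 active = signal enhancement of 30% or more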;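 also: luminescence tracks abundance of the self-degrading MDM2-luciferase fusion protein; higher signal means inhibition of MDM2 E3 ligase activity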
# Target sequence (Q00987 whole entry, looked up, the tested form may be a part): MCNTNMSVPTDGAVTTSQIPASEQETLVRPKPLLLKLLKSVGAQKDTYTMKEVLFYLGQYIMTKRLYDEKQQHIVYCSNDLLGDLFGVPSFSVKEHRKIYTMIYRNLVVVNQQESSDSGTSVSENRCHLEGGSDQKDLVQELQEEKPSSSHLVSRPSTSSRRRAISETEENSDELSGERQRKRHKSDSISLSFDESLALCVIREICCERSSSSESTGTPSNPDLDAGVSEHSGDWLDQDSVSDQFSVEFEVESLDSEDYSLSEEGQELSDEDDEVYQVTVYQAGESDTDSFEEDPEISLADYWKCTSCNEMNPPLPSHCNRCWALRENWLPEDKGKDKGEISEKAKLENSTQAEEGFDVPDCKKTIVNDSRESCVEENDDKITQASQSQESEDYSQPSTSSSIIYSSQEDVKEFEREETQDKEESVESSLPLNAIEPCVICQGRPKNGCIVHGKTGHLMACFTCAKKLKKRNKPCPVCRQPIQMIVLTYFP
#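 Material: stable MDM2–luciferase fusion reporter cells / Quantity: 2000 cells/well / Dosing: single 5 µM compound dose, 0.2% final DMSO / Buffer or medium: DMEM / Schedule: 4 h cell settling then 2 h compound exposure, 37 °C / Detection: luminescence with SteadyLite reagent, 15 min at room temperature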
# FXIa inh: human FXIa protease inhibitors, primary screen, biochemical, 1536-well; Coagulation factor XI (Homo sapiens), P03951; purified FXIa, Boc-Glu-Ala-Arg-AMC fluorogenic substrate; inhibition, % at 5 µM; 220,000 compounds, 0.14% hits; AID 798, 2007;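 active = inhibition of at least 40%; inactive = inhibition below 40%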;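 also: fluorescence of freed AMC excited at 355 nm; 0% = enzyme without compound and 100% = no enzyme blank; many of its hits are not listed in these tables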
# Target sequence (P03951 19-387 limits assumed): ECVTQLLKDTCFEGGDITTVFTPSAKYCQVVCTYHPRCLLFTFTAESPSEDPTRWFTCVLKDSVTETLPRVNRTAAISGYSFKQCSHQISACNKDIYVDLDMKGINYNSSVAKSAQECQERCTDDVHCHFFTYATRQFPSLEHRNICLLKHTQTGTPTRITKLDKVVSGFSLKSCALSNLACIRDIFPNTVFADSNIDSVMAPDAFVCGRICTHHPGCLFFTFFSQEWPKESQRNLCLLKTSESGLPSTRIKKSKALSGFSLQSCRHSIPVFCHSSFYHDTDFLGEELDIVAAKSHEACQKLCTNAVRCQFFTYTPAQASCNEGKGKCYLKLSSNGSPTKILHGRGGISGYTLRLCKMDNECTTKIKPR
# Target sequence (P03951 388-625 limits assumed): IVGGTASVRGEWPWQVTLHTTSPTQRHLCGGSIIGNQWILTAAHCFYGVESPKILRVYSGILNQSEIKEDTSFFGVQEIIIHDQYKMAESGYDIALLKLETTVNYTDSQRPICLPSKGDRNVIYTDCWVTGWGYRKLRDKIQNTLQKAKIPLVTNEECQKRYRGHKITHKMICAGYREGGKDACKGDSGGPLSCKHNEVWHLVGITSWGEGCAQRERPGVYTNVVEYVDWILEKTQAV
# Wee1 stabilizer: Wee1 degradation inhibitors, primary screen, cell-based, HeLa, Wee1K328M-luciferase, luminescence | Wee1-like protein kinase (Homo sapiens), P30291 | HeLa Luc-Wee1K328M stability; 100% = proteasome inhibitor MG132 effect | reporter increase, % at 5 µM | 220,000 compounds, 1.2% hits;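 active = activation above the mean of all tested compounds plus 3 SD, set per screening run, cut at about 8.8% in these data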;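 also: cells exposed to compound for 20 h before luminescence read; 0% = DMSO alone and 100% = MG132 at 30 µM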
# Rad51 HR inh: human RAD51 strand exchange inhibitors, primary screen, biochemical, fluorescence | hRad51 DNA strand exchange, fluorescence dequenching | 200,000 compounds, 0.085% hits | DNA repair protein RAD51 homolog 1 (Homo sapiens), Q06609 | inhibition, % at 10 µM | AID 1385, 2008;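 active = inhibition above 40% at the single screening dose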;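 also: 0% = DMSO control wells and 100% = blanks with heterologous ssDNA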
#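 Test system: preformed human Rad51 ssDNA filaments; also added: Donor/quencher-labelled 47-bp dsDNA substrate; doses: 10 µM final, single point; times: 37 °C 15-min filament assembly, 30-min compound preincubation, 15-min exchange; detection: FRET fluorescence dequenching, excitation 485 nm, emission 520 nm; read-out basis: Fluorescence-based percent inhibition, control- and blank-normalised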
# 14-3-3 Bad inh: inhibitors of 14-3-3 zeta/Bad binding, primary screen, biochemical, TR-FRET, bovine 14-3-3 zeta; TR-FRET 14-3-3zeta/Dy647-pBad peptide displacement, 1 h; inhibition, % at 21.7 µM; AID 781, 2007; 220,000 compounds, 0.71% hits;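 active = inhibition above about 70%, limit read from the data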;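 also: 0% = full 14-3-3 plus peptide FRET controls and 100% = background without 14-3-3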
# eIF4E-4G inh: eIF4E–eIF4G protein interaction inhibitors, primary screen, biochemical, uHTS, TR-FRET, eIF4GI fragment | TR-FRET eIF4E-eIF4GI(517-606) binding, 2 h | AID 782, 2007 | 220,000 compounds, 0.37% hits | inhibition, % at 21.7 µM | Eukaryotic translation initiation factor 4E (Mus musculus) + Eukaryotic translation …;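 active = inhibition above about 30%, limit read from the data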;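 also: 0% = full FRET control wells and 100% = background wells lacking eIF4GI fragment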
# KLK5 inh: human KLK5 protease inhibitors, primary screen, biochemical, 1536-well. Kallikrein-5 (Homo sapiens), Q9Y337. recombinant hK5, fluorogenic AMC substrate cleavage. inhibition, % at 5 µM. 210,000 compounds, 0.59% hits;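 active = inhibition of 40% or more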;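 also: 0% = enzyme controls without compound and 100% = no-enzyme blanks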
# FXIIa inh: human FXIIa protease inhibitors, primary screen, biochemical, 1536-well; purified FXIIa, Boc-QGR-AMC fluorogenic substrate, 2 h; inhibition, % at 5 µM; 220,000 compounds, 0.3% hits; AID 800, 2007; in the data active = inhibition above about 40%;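 also: 0% = enzyme with no compound and 100% = blank without enzyme; many of its hits are not listed in these tables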
# p97 inhibitor: inhibitors of human p97 ATPase, primary screen, biochemical; Transitional endoplasmic reticulum ATPase (Homo sapiens), P55072; recombinant p97 ATPase, Kinase-Glo ATP luminescence, 3 h; inhibition, % at 8 µM; 220,000 compounds, 0.42% hits; in the data active = inhibition above about 15%;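 also: 0% = DMSO vehicle and 100% = wells lacking enzyme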
# * = called active by the depositor; / = not tested or not shown; [ ] = remark or other dose.
SMILES,MDM2 E3 inh,FXIa inh,Wee1 stabilizer,Rad51 HR inh,14-3-3 Bad inh,eIF4E-4G inh,KLK5 inh,FXIIa inh,p97 inhibitor
O=C(Nc1ccc(-c2nc3ccccc3[nH]2)cc1)c1ccc2c(c1)OCO2,-5.4,3.5,4.4,-7.7,41.9,-35.5,-29.7,15.5,3.0
O=C(CNc1n[nH]c(=O)[nH]c1=O)N/N=C/C1CC=CCC1 (stereo not drawn),-5.4,0.9,-4.6,/,-1.2,-3.6,1.6,8.1,-1.0
CC(C)n1c(N2CCN(C(=O)c3cccs3)CC2)nc2ccccc21,-5.5,2.4,-3.0,-6.5,3.0,5.3,-6.8,7.5,-9.1
COc1ccc(OCc2cc(-c3ccc(Cl)cc3)no2)cc1,-0.6,-4.3,3.0,-4.3,-2.5,4.2,-3.2,-0.2,1.2
CCOc1ccc(C(=O)Nc2c3c(nn2-c2cccc(C)c2C)CS(=O)C3)cc1 (stereo not drawn),-29.8,4.9,-1.9,-0.8,-0.6,-0.6,-5.0,10.1,1.0
O=C(Nc1csc([N+](=O)[O-])c1)Nc1ccccc1Cl,-13.8,0.5,-3.8,3.3,-4.8,2.3,0.0,6.2,1.1
N#Cc1ccccc1S(=O)c1ccccc1C(=O)Nc1ccccc1 (stereo not drawn),-7.0,-3.4,2.2,-2.2,1.7,-1.9,-3.1,-2.1,-0.6
S=c1[nH]nc(-c2ccc(Cl)cc2)n1/N=C/c1ccco1,-7.1,0.2,-1.7,10.2,2.5,2.4,2.1,2.0,-0.3
Cc1ccc(C(=O)/C=C/c2ccccc2[N+](=O)[O-])cc1,-6.7,-0.6,2.1,4.0,-5.0,2.0,0.5,8.9,4.9
COc1ccc(OCCOC(=O)c2[nH]c(C)c(C(C)=O)c2C)cc1,3.5,0.5,-0.2,9.1,-10.8,0.2,3.8,6.7,-0.1
C=CCOC(=O)C1=C[C@H](c2ccc(Br)cc2)[C@@H](CCCO)[C@H](OCC)O1,/,2.4,1.9,0.7,3.2,-1.3,5.2,12.2,1.8
C/C(=N\N=C1\NC(=O)C(CC(=O)Nc2ccc(C)c(Cl)c2)S1)C(C)(C)C (stereo not drawn),-14.5,-3.0,-2.2,26.3,-13.2,7.4,-9.3,1.4,2.9
CC(C)NC(=S)N/N=C/c1cccnc1,-12.2,-5.5,-2.9,18.5,0.3,-0.6,-0.8,1.3,-4.2
CC(=O)Nc1ccc(NC(=O)C2CCCN(C(=O)c3ccc(Cl)cc3)C2)cc1 (stereo not drawn),-13.2,2.1,4.0,1.1,-6.3,1.1,7.0,11.4,4.0
Cc1cc(C)cc(NC(=O)N2CCC(NC(=O)c3ccc(F)cc3)CC2)c1,-5.8,-1.2,2.4,-11.1,-18.4,3.7,-4.2,7.8,0.6
CC1CCN(S(=O)(=O)c2cccc(C(=O)NCc3cccs3)c2)CC1,-6.0,5.1,-0.1,3.9,-4.5,-6.3,-6.2,-3.7,-3.6
O=C(O)c1ccccc1SCc1cn2cc(Br)ccc2n1,-23.2,-8.1,1.3,-18.2,-13.7,-2.8,-16.0,-1.6,0.5
O=C1c2ccccc2S(=O)(=O)N1CCOc1ccccc1,6.7,2.1,-3.9,-3.2,0.4,8.1[fluorescence artefact?],24.7,12.6,-4.1
CCOc1ccccc1NC(=O)CN1CCC(NC(=O)c2ccccc2)CC1,-9.3,-0.6,1.6,0.3,-9.0,-1.2,2.4,10.2,0.6
Cc1cc(C(=O)CSc2ccc3c(c2)OCCO3)c(C)n1C1CC1,-2.6,-1.7,-1.0,16.9,0.1[fluorescence artefact?],-23.3,-5.3,6.1,-7.7
COC(=O)c1sc(-c2ccccc2)cc1NC(=O)c1ccccc1,-8.3,-5.2,-0.6,-1.4,3.7,2.5,-5.1,3.8,4.1
COc1ccc(OCC(=O)N2CCN(C(=O)Cc3ccccc3)CC2)cc1,-12.4,-4.1,-2.8,0.8,1.7,-2.9[fluorescence artefact?],-14.5,10.0,1.7
Cc1cccc(NC(=S)NN(Cc2ccccc2)c2ccccc2)c1C,6.7,7.0,0.2,-5.9,2.4,6.3,-6.8,11.4,-2.5
Cc1ccc(C(=O)N2CCN(c3ccc(C(F)(F)F)cn3)CC2)cc1,5.0,2.3,-0.2,5.6,-1.1,7.8[fluorescence artefact?],-2.7,14.8,-2.6
CC(C)(C)C(=O)C(Oc1cccc2nonc12)n1cncn1 (stereo not drawn),-5.7,-5.7,0.5,1.3,-3.4,-0.8,-6.9,12.8,-2.3

# Entries listed so far that have an aryl methoxy group:
SMILES,MDM2 E3 inh,FXIa inh,Wee1 stabilizer,Rad51 HR inh,14-3-3 Bad inh,eIF4E-4G inh,KLK5 inh,FXIIa inh,p97 inhibitor
COc1ccc(OCc2cc(-c3ccc(Cl)cc3)no2)cc1,-0.6,-4.3,3.0,-4.3,-2.5,4.2,-3.2,-0.2,1.2
COc1ccc(OCCOC(=O)c2[nH]c(C)c(C(C)=O)c2C)cc1,3.5,0.5,-0.2,9.1,-10.8,0.2,3.8,6.7,-0.1
COc1ccc(OCC(=O)N2CCN(C(=O)Cc3ccccc3)CC2)cc1,-12.4,-4.1,-2.8,0.8,1.7,-2.9[fluorescence artefact?],-14.5,10.0,1.7

# Whole records, looked up by structure. Order of values: MDM2 E3 inh, FXIa inh, Wee1 stabilizer, Rad51 HR inh, 14-3-3 Bad inh, eIF4E-4G inh, KLK5 inh, FXIIa inh, p97 inhibitor
# CC(C)NC(=S)N/N=C/c1cccnc1 as listed: -12.2, -5.5, -2.9, 18.5, 0.3, -0.6, -0.8, 1.3, -4.2
# O=C(CNc1n[nH]c(=O)[nH]c1=O)N/N=C/C1CC=CCC1 (stereo not drawn) as listed: -5.4, 0.9, -4.6, /, -1.2, -3.6, 1.6, 8.1, -1.0

# Remaining list, next part:
SMILES,MDM2 E3 inh,FXIa inh,Wee1 stabilizer,Rad51 HR inh,14-3-3 Bad inh,eIF4E-4G inh,KLK5 inh,FXIIa inh,p97 inhibitor
CCCc1cc(C(=O)NNC(=S)NCC2CCCO2)cs1 (stereo not drawn),-21.4,2.6,-0.8,-9.9,-12.0[fluorescence artefact?],-1.0,-9.7,-19.5,0.0
N#Cc1c2n(c3c(=O)n(CC(=O)c4ccc([N+](=O)[O-])cc4)cnc13)CCCCC2,-11.9,6.7,-2.1,/,7.4[fluorescence artefact?],5.1,-6.4,11.1,5.0
COC(=O)c1sccc1NC(=S)Nc1ccc(OC)cc1,-9.5,0.3,4.9,0.8,1.7,0.1,7.2,7.7,0.4
NS(=O)(=O)c1ccc(CCNC(=O)c2ccc3c(c2)OCCO3)cc1,-12.6,1.3,0.0,-2.6,-14.8,-0.5,/,6.6,3.1
CCn1c(-c2ccc(F)cc2)cnc1SCC(=O)N1CCCCC1C (stereo not drawn),-15.5,-14.8,-0.6,2.4,-9.1,-10.7,-15.2,-1.7,0.2
O=C(Nc1ncc([N+](=O)[O-])s1)C1CCN(S(=O)(=O)c2cnc[nH]2)CC1,-17.4,10.0,-3.0,-7.1,-5.0,2.5,-17.4,12.7,6.8
O=C(Nc1nccs1)c1cccc(NC(=O)C2CC2)c1,-9.2,5.1,2.9,1.2,-9.0,-9.5,1.1,17.4,-5.4
O=C(NC(=S)N1CCc2ccccc21)C1CCC1,-20.5,4.4,2.6,20.9,-10.9,-1.4,1.2,10.1,-1.1
Cc1cc(NS(=O)(=O)c2ccc(NC(=O)C(C(C)C)N3C(=O)c4ccccc4C3=O)cc2)nc(C)n1 (stereo not drawn),-9.4,3.5,0.0,-0.7,7.5,-1.8,-2.0,11.2,7.6
CCN(C(=O)c1cn(CC)c(=O)c2cc(OC)c(OC)cc12)c1ccccc1C,-2.2,2.1,-1.7,-1.7,/,/,0.3,14.9,-1.4
O=[N+]([O-])c1cc(S(=O)(=O)N2CCCC2)ccc1NN=C1CCCC1,-14.0,3.3,5.1,-4.6,4.8,2.6,-15.5,-0.2,-1.4
Cc1cccc(C)c1OCCOC(=O)c1n[nH]c2ccccc12,-12.2,-2.6,-2.7,-4.0,89.0*,-1.0,-2.9,4.8,-3.4
CCN(CCCNC(=O)CN(C)S(=O)(=O)c1cccc2nsnc12)c1cccc(C)c1,-9.6,-11.6,-0.2,5.7,-3.5,-6.9,-21.9,12.9,-1.5
CC1(C)CC(NCc2ccncc2)CC(C)(C)N1,16.1,1.7,-1.2,13.0,-6.4,2.5,4.0,9.6,4.5
COc1ccc(NC(C)=O)cc1NC(C)C(=O)Nc1cc(C(F)(F)F)ccc1N1CCOCC1 (stereo not drawn),-0.9,-2.9,-0.4,0.3,-4.8,2.8,15.8,5.2,4.2
Nc1nonc1-n1nnc(C(=O)N/N=C/c2cccc(Cl)c2)c1CSc1ccc(Cl)cc1,-7.8,0.9,-0.8,10.8,13.6,-1.5,-11.3,5.6,-0.7
O=C(c1ccco1)N1CCN(c2nc(C3CC3)nc3c2nnn3Cc2ccccc2Cl)CC1,/,5.7,-1.5,9.3,6.1,-9.5,3.0,17.9,-6.9
Cc1cccc(CSc2nc3ccncc3n2CC(=O)Nc2ccc(C)c(C)c2)c1,/,7.2,-0.6,-2.1,-0.6,4.6,-7.2,12.7,8.6
CCNc1ccc(C(=O)OCC)cc1NC(=O)c1cc(S(=O)(=O)N2CCOCC2)ccc1C,2.5,10.1,0.8,-1.2,13.4,0.3,-27.7,13.6,1.1
COc1ccc(C(=O)N=c2sc3ccccc3n2C)cc1OC,-4.7,-2.0,-2.6,-1.1,7.2,7.4,-2.5,2.7,4.2
Cc1noc(C)c1S(=O)(=O)N1CCC(C(=O)c2ccccc2)CC1,-8.6,1.3,5.2,20.1,4.4,1.9,-3.5,2.5,6.6
COc1nc(N2CCOCC2)nc(C)c1[N+](=O)[O-],-16.2,1.5,1.1,-2.5,0.2,-2.1[fluorescence artefact?],-11.2,9.7,0.4
CCC(C)[C@H]1CN=C(N)N1CCCc1cc(OC)c(OC)c(OC)c1 (stereo partly drawn),4.0,-4.1,/,0.9,0.0,-3.2,-4.2,-0.6,/
C/C(N)=C(/C#N)C(=O)CSc1nnc(-c2ccc(OC(F)F)cc2)o1,-9.1,-5.8,0.5,6.4,13.6,-2.1,9.1,33.5,-7.8
COc1ccc(NC2CC(=O)N(c3cc([N+](=O)[O-])ccc3C)C2=O)cc1 (stereo not drawn),3.2,-5.3,1.1,8.4,-8.1,3.8,-3.9,1.0,4.5
CCCCOc1ccc(C(=O)NCc2ccccn2)cc1,-9.6,-6.0,0.8,-7.4,-5.7,7.7,5.5,11.9,0.9
CC(=O)OC1CC2(C)C(=O)CCC2C2CCc3cc(O)ccc3C12 (stereo not drawn),-2.1,6.4,-1.1,0.9,-9.9,-2.6,-4.7,25.1,-2.0
Cc1cc(C)c(C#N)c(SCCS(=O)(=O)c2ccc(Cl)cc2)n1,/,1.5,3.6,-17.6,-2.3,-3.1,2.6,8.0,2.6
